# Screening results from PubChem BioAssay.
# Apoferritin bind: qHTS Assay for Identification of Novel General Anesthetics | Ferritin light chain (Equus caballus), P02791 | 0.074% of 350,000 active | Potency, µM (doses to about 77.5 µM), without a hit: at the top dose activity change, negative = displacement, usual class: inhibitors | apoferritin/1-aminoanthracene competitive binding, fluorescence | AID 485281, 2010; further: potency means the concentration at half of the fitted maximal effect; on the % scale 0 is the no-effect control and ±100 the full control effect; nearly all actives have a fitted effect of over 20% in size
# Target sequence (P02791 2-175 limits assumed): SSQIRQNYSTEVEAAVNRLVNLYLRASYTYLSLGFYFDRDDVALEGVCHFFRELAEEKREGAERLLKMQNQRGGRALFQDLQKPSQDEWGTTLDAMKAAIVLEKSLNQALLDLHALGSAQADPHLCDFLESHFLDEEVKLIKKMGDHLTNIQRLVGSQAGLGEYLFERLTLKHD
#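 Read-out: endpoint 1-AMA fluorescence, excitation 380 nm and emission 535 nm, after compounds sit 10 min at room temperature with 10 uM horse-spleen apoferritin in 50% saturated 1-AMA/PBS. Values come from four-parameter Hill fits.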
# BLM inh: qHTS Assay for Inhibitors of Bloom's syndrome helicase (BLM); RecQ-like DNA helicase BLM (Homo sapiens), P54132; recombinant BLM DNA unwinding, fluorescence dequenching; Potency, µM (doses to about 56.1 µM), inactives show top-dose activity change, negative = inhibition, hits mostly inhibitors; 0.2% of 350,000 active; AID 2528, 2010;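 further: potency means the concentration at half of the fitted maximal effect; plate controls were vehicle for no effect and no enzyme for full effect; nearly all actives have a fitted effect of over 35% in size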
# ALOX12 inh: Primary qHTS assay for inhibitors of human arachidonate 12S-lipoxygenase (ALOX12): Round 2; purified 12hLO, xylenol orange hydroperoxide absorbance; Potency, µM (series often up to 108 µM), for inactives: top-dose activity change, negative = inhibition, usual class: inhibitors; 1.1% of 580,000 active; AID 1671190, 2021; further: potency means the concentration at half of the fitted maximal effect; on the % scale 0 is the no-effect control and ±100 the full control effect
#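 Purified human 12hLO (150 nM final) in 25 mM Hepes, 0.01% Triton X-100, pH 7.0 was preincubated 15 min at room temperature with compound. Then 40 uM arachidonic acid was added, 30 min. Hydroperoxide was read by Fe-XO absorbance ratio 573/405 nm.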
# APEX1 inh: qHTS Assay for Inhibitors of the Human Apurinic/apyrimidinic Endonuclease 1 (APE1). DNA repair nuclease/redox regulator APEX1 (Homo sapiens), P27695. recombinant APE1, TAMRA/BHQ-2 abasic DNA cleavage fluorescence. Potency, µM (highest dose often 65.8 µM), without a hit: at the top dose activity change, negative = inhibition, hits mostly inhibitors. 0.35% of 350,000 active;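 further: potency means the concentration at half of the fitted maximal effect; plate controls were vehicle for no effect and reference inhibitor for full effect; nearly all actives have a fitted effect of over 55% in size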
# Target sequence (P27695 whole entry, looked up): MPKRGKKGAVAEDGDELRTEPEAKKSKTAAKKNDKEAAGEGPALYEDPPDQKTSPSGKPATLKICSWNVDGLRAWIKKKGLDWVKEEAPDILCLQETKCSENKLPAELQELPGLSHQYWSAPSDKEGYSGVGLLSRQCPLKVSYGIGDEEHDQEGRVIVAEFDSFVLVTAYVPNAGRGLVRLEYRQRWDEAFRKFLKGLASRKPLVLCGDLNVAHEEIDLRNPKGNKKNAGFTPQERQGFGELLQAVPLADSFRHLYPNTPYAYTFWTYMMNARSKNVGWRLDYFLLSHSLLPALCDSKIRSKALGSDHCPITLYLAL
#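 Readout is kinetic fluorescence (ex 525, em 598 nm) from cleavage of 50 nM TAMRA/BHQ-2 THF abasic duplex by 0.75 nM APE1, compound added 15 min beforehand at RT.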
# POLK inh: qHTS for Inhibitors of Polymerase Kappa; 0.53% of 400,000 active; DNA polymerase kappa (Homo sapiens), Q9UBT6; AID 588579, 2011; Potency, µM (titrated, usually from 107 µM), for inactives: at the highest dose activity, negative = inhibition, hits mostly inhibitors; purified Pol kappa, fluorescent DNA synthesis assay, 10 min; further: potency means the concentration at half of the fitted maximal effect; on the % scale 0 is the no-effect control and ±100 the full control effect
#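 Kinetic fluorescence readout at 0 and 10 min followed reaction start with substrate at 50 nM final. Beforehand, enzyme (10 nM Pol kappa) stood 15 min with compound at room temperature; buffer-only wells were negative controls.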
# ERG-DNA inh: qHTS for Small Molecule Inhibitors of the ERG Ets/DNA interaction; Transcriptional regulator ERG (Homo sapiens), P11308; fluorescence polarization, His-ERG Ets domain / labelled DNA; Potency, µM (series often up to 76.9 µM), for the others: at the highest dose FP activity, negative = inhibition, hits mostly inhibitors; 0.028% of 370,000 active; AID 624246, 2012; active means well fitted inhibition curve with a large enough effect in the polarisation, with a control signal flat; inconclusive means small, poorly fitted or top-dose-only effect, or effect the other way, or a change in a side signal; inactive means no such curve, though single readings can be large or run the other way; the % refers to the polarisation;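 further: polarization taken with two DNA probes labelled with fluorescein and Texas red; potency means the concentration at half of the fitted maximal effect; % of control where 0% means no effect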
# Target sequence (P11308 whole entry, looked up, the tested form may be a part): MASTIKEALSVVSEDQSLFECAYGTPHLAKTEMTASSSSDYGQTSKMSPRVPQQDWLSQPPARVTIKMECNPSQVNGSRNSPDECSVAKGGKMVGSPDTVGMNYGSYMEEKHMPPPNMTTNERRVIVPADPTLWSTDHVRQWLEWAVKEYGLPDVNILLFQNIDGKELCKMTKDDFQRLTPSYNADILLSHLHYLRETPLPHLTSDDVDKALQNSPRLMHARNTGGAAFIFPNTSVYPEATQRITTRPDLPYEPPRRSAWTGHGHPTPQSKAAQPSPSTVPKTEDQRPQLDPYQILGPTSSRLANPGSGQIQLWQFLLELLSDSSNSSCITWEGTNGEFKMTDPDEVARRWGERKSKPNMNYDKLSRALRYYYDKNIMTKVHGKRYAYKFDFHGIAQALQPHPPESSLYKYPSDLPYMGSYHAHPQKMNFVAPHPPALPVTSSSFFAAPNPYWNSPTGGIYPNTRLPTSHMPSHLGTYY
#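 His-tagged ERG Ets domain (1 uM in the protein solution; 300mM KCl, 50mM Tris-HCl, 1mM EDTA, 1mM DTT, pH 7.5) received compound, then a probe mix of 5 nM fluorescein-DNA and 100nM Texas-615-DNA. Fluorescence polarization was read for both dyes.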
# Pol iota inh: qHTS for Inhibitors of Polymerase Iota; Potency, µM (top dose mostly 115 µM), for inactives: at the top dose activity, negative = inhibition, hits mostly inhibitors; DNA polymerase iota (Homo sapiens), Q9UNA4; Pol iota fluorescent replication assay, 10 min; 1% of 390,000 active; further: potency means the concentration at half of the fitted maximal effect
#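 Pol iota at 10 nM preincubated 15 min with compounds at room temperature; reaction started with fluorescent substrate, 50 nM final. Fluorescence read kinetically at 0 and 10 min; buffer-only wells as negative control.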
# TRHR agonist: qHTS for Small Molecule Agonists and Allosteric Enhancers of Human TRH Receptor: Primary Screen for Agonists; AID 493084, 2011; TRHR cells, calcium flux fluo-8, FDSS agonist mode; activation, % at 2 µM; Thyrotropin-releasing hormone receptor (Homo sapiens), P34981; 0.18% of 360,000 active; in the data active means activation above about 30%; further: 0% is about no effect
#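 TRHR-expressing cells loaded with fluo-8 calcium dye; 23 nL library compound pin-transferred, kinetic FDSS fluorescence (Ex 480/Em 530) recorded about 180 s for agonist-induced calcium release, before a 10 nM TRH EC20 addition for potentiator mode.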
# Pol beta inh: qHTS Assay for Inhibitors of DNA Polymerase Beta; Potency, µM (highest dose often 114 µM), inactives show top-dose activity change, negative = inhibition, most hits filed as inhibitors; Pol beta primer extension/strand displacement, fluorescence kinetic; 1.3% of 340,000 active; AID 485314, 2010; P06746; further: potency means the concentration at half of the fitted maximal effect; on the % scale 0 is the no-effect control and ±100 the full control effect
#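 Homogeneous kinetic assay of primer extension and strand displacement by 10 nM Pol beta, preincubated 15 min at room temperature with compound before 50 nM substrate (final) was added. Read at 0 and 10 min; four-parameter Hill fit.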
# Numbers without * were called inactive; ? = inconclusive; . = not tested or not shown; [ ] = dose if it differs, or a comment. Unless noted, the call rests on the fitted dose curve; in most records, active means well fitted curve in the direction sought with a large enough effect; inconclusive means small, poorly fitted or top-dose-only effect, or another doubt; inactive means no such curve, though single readings can be large; an effect the other way counts as inactive or inconclusive. The list is partial; count on the stated rates, not on these rows.
# Every second line gives: Apoferritin bind	BLM inh	ALOX12 inh	APEX1 inh	POLK inh	ERG-DNA inh	Pol iota inh	TRHR agonist	Pol beta inh
COc1cccc(NC(=O)C(C)NS(=O)(=O)c2ccc(Br)cc2)c1 (configuration not stated)
→ -9%	-3%	16%	26%	-18%	-14%	22%	0.3	6%
CC1(C)CC2CC(C)(CN2C(=O)COC(=O)c2cc(Cl)cc(Cl)c2N)C1 (configuration not stated)
→ -16%	-5%	1%	32%[activator]	-3%	-2%	12%	0.0	-2%
Nc1ccccc1-c1ccn[nH]1
→ .	.	-4%	.	2%	-1%	82%[activator]	.	.
CN1CCN(c2nc3c(c(=O)n(C)c(=O)n3C)n2Cc2ccccc2Cl)CC1
→ -9%	2%	-5%	6%	-6%	10%	20%	18	-30%
CCOc1nc(SCCOc2ccc(C)cc2)nc(N(C)C)n1
→ -3%	-9%	0%	6%	0%	-14%	-9%	-0.7	-13%
CCN(CC)S(=O)(=O)c1ccc(C(=O)NNC(=O)C2CCN(S(=O)(=O)c3ccc(Cl)cc3)CC2)cc1
→ -1%	3%	1%	3%	-9%	5%	18%	-0.2	3%
COC(=O)CCCn1nc(NC(=O)c2ccco2)cc1C
→ 1%	-5%	-2%	28%	-8%	3%	-2%	0.3	67%
Cc1nc(SCC(=O)OCc2ccccc2)c2c(=O)n(C)c(=O)n(C)c2n1
→ -14%	1%	15%	-8%	-2%	-1%	9%	-0.6	2%
O=C(Nc1cc(F)ccc1F)N1CCN(c2ccnc3cc(Cl)ccc23)CC1
→ -15%	1%	0%	-6%	0%	7%	18%	-0.7	14%
CC(=O)Nc1nonc1-c1nc2ccccc2n1Cc1nnc(C)o1
→ -14%	-1%	0%	1%	-27%	-3%	9%	0.5	-15%
CSc1ccc(-c2nnn(CC(=O)Nc3sc4c(c3C#N)CCC(C(C)(C)C)C4)n2)cc1 (configuration not stated)
→ -4%	-11%	?	.	5%	7%	15%	2.0	29%
O=C(C(=O)N1CCc2ccccc2C1)c1c[nH]c2ccccc12
→ -15%	-3%	-15%	-3%	-6%	1%	-18%	-0.2	-3%
CCOc1cnc(-c2c(-c3ccccc3Cl)noc2C)o1
→ -8%	-2%	-8%	12%	-3%	6%	54%[activator]	-0.9	10%
CCN(CC)CCCNC(=O)c1nn(-c2ccccc2OC)c(=O)c2ccccc12
→ 7%	4%	2%	13%	-7%	0%	7%	0.0	1%
COc1ccccc1C(=O)N1CCN(Cc2cn[nH]c2-c2ccc(F)cc2F)CC1
→ -8%	1%	-18%	16%	-16%	5%	15%	-0.8	18%
Cc1cccc(Nc2nc3ccccc3s2)c1C
→ ?	-2%	15%	-3%	-14%	-4%	-3%	8.3	16%
Cc1ccccc1NS(=O)(=O)c1ccc(C(=O)N2CCC2)cc1
→ .	.	0%	-6%	-4%	2%	15%	0.2	.
CCC(=O)Nc1cc2c(cc1C(=O)CC)OCCO2
→ -11%	1%	0%	-8%	-1%	-2%	-2%	-1.2	10%
CC(C)C(NC(=O)c1c(F)cccc1F)C(=O)NCCc1ccc(S(N)(=O)=O)cc1 (configuration not stated)
→ -8%	-1%	-10%	22%	6%	16%	125%[activator]	1.2	33%
NS(=O)(=O)c1ccc(CCNC(=O)CCCn2c(=O)[nH]c3ccc(Br)cc3c2=O)cc1
→ -10%	-1%	2%	-2%	-1%	-4%	55%[activator]	0.3	0%
CC(N)C(=O)NC(CO)C(O)C(N)C=O (configuration not stated)
→ .	.	-24%	.	-13%	12%	12%	.	.
O=C(C1CCCCC1)N1CCCC(c2nc3c(nnn3Cc3ccccc3)c(=O)[nH]2)C1 (configuration not stated)
→ ?	2%	1%	4%	-22%	-2%	-17%[58.9 µM]	0.2	-12%
CC1CCCN(c2ncnc3c2cnn3-c2ccc(Cl)cc2)C1 (configuration not stated)
→ -2%	-1%	?	-6%	-3%	-1%	50%[activator]	-0.5	-2%
Cc1ccc(-c2nnc(SCC(=O)NNC(=O)COc3cccc(C)c3)n2C)cc1
→ 4%	1%	4%	3%	-10%	-2%	2%[58.9 µM]	.	22%
CN(C)c1ccc(-c2nnc(-c3ccccc3F)o2)cc1
→ 4%	-4%	-5%	24%	-22%	-1%	?	0.5	26%
COCCCNC(=O)Cn1nc(-c2ccc(C)cc2)ccc1=O
→ ?	2%	26%	19%	-9%	.	-4%	0.9	45%
COc1ccccc1-n1ccnc1SCC(=O)NC(C)(C)C
→ -4%	-3%	3%	1%	2%	-26%	129%[activator]	-0.1	-1%
Cc1cnc(NC(=O)Nc2ccc(OCc3ccccc3)cc2)c(Br)c1
→ -1%	-7%	0%	3%	-1%	17%	20%	0.6	-1%
Brc1ccc(-c2nn3c(-c4ccncc4)nnc3s2)o1
→ -4%	-1%	.	-1%	.	.	.	-0.7	-5%
NS(=O)(=O)c1ccc(CCNS(=O)(=O)c2ccccc2)cc1
→ -6%	-1%	-2%	-4%	-10%	12%	-24%	0.3	2%
Cc1cc(-c2ccccc2)n(-c2ccc(C(=O)NC(C)C)cc2)n1
→ -11%	-1%	0%	-1%	-10%	-5%	-16%	.	11%
CSc1nc(N(C)C)nc(N(C)C#N)n1
→ -9%	1%	-4%	1%	5%	4%	-13%	-0.5	8%
NC(=O)C1(N2CCCCC2)CCN(S(=O)(=O)c2cc(Cl)ccc2Cl)CC1
→ -14%	-7%	17%	2%	-8%	8%	-13%	0.0	0%
CCN(CC)CCN(C(=O)c1ccc2c(c1)CCCC2)c1nc2ccc(F)cc2s1
→ -9%	-3%	-1%	1%	-15%	0%	97%[activator]	1.2	0%
N#Cc1cccc(NC(=O)c2cc3c(s2)-c2ccc(Cl)cc2SC3)c1
→ -13%	-14%	?	.	-10%	2%	?	6.6	2%
COc1ccccc1Cc1nc2ccccc2nc1SCC(=O)N1CCC(C)CC1
→ 408%[activator]	-8%	?	.	-1%[60.1 µM]	3%	-12%	0.1	1%
CC(C)(O)C#Cc1ccc(CN2CCN(Cc3ccccc3)C(CCO)C2)cc1 (configuration not stated)
→ -2%	-5%	36%[activator]	-5%	7%	5%	1%	1.4	2%
CN(C)c1ccc(CN(C(=O)/C=C/c2ccccc2Cl)C2CCS(=O)(=O)C2)cc1 (configuration not stated)
→ -6%	-9%	7%	?	-15%	-12%	-4%	-0.8	12%
CC(C)(C)OC(=O)COc1ccc(/C=N/NC(=O)CN2CCCCC2)cc1
→ -10%	0%	9%	22%	-3%[60.1 µM]	-11%	-11%	0.8	-1%
CCN(C(=O)c1cn(CC)c(=O)c2cc(OC)c(OC)cc12)c1ccc(C)c(C)c1
→ -9%	1%	-13%	.	-21%	-3%	-18%	-0.5	-3%
C#CCOCCOCCOCCNc1nc(N2CCN(C(=O)[C@H](Cc3ccc(O)cc3)n3cc([C@@H](N)C(C)CC)nn3)CC2)nc(N2CCN(C(=O)[C@H](Cc3cc4ccccc4[nH]3)n3cc([C@@H](N)C(C)CC)nn3)CC2)n1 (some centres not stated)
→ -3%	-5%	.	14%	-13%	10%	28µM*	0.0	25µM*
O=C(NCCc1ccc(Cl)cc1)c1ccc(CNc2c(N3CCOCC3)c(=O)c2=O)cc1
→ -13%	-3%	-12%	0%	9%	-1%	16%	0.0	8%
CC1(C)NC(=O)N(CC(=O)OCC(=O)Nc2sccc2C#N)C1=O
→ ?	-5%	?	-4%	-19%	4%	-4%	0.7	?
O=C1CC(c2ccccc2)=Nc2ccccc2N1Cc1ccccc1
→ -8%	-2%	1%	-10%	-9%	8%	30%[activator]	-0.5	-10%
Cn1nnnc1SCC(=O)N1CCc2ccccc21
→ -11%	-1%	18%	5%	1%	-10%	-16%	-1.0	23%
NS(=O)(=O)c1ccc(CCNC(=O)CN2CCN(Cc3cccc(C(F)(F)F)c3)CC2)cc1
→ -5%	1%	-2%	28%	-1%	-2%	66%[activator]	0.0	-2%
COCC(=O)N(Cc1cc2cc(C)ccc2[nH]c1=O)c1ccc(C)c(C)c1
→ -7%	3%	-18%	2%	-2%	5%	135%[activator]	0.1	42%
COc1ccc(-c2nn(-c3ccc(F)cc3)c3c2cnc2cc4c(cc23)OCO4)cc1
→ 41%[activator]	1%	-19%	.	-3%[60.1 µM]	-2%	28%	0.7	2%
Cc1cc(S(=O)(=O)N2CCN(c3ccccn3)CC2)c(C)cc1Cl
→ -1%	-7%	?	2%	-14%	0%	?	0.0	22%
Cc1cc(C)cc(C(=O)NCC(=O)N2CCN(c3cccc(Cl)c3)CC2)c1
→ -8%	-3%	?	42%	4%	3%	29%	-1.3	-24%

# Arranged by heavy-atom count (smallest number first): part of the list above
# Every second line gives: Apoferritin bind	BLM inh	ALOX12 inh	APEX1 inh	POLK inh	ERG-DNA inh	Pol iota inh	TRHR agonist	Pol beta inh
Cc1cc(S(=O)(=O)N2CCN(c3ccccn3)CC2)c(C)cc1Cl
→ -1%	-7%	?	2%	-14%	0%	?	0.0	22%
Cc1cc(C)cc(C(=O)NCC(=O)N2CCN(c3cccc(Cl)c3)CC2)c1
→ -8%	-3%	?	42%	4%	3%	29%	-1.3	-24%
CN(C)c1ccc(CN(C(=O)/C=C/c2ccccc2Cl)C2CCS(=O)(=O)C2)cc1 (configuration not stated)
→ -6%	-9%	7%	?	-15%	-12%	-4%	-0.8	12%
